Screening data deposited in PubChem by several laboratories.
DDE Tn6 FP inh: inhibitors of Tn6 peptide binding to fibrin DD(E), primary screen, biochemical, fluorescence polarization, human fibrin, Tn6 probe. Fibrin DD(E) TRITC-Tn6 fluorescence polarization displacement. inhibition, % at 8.3 µM. 370,000 compounds, 0.21% hits;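 active means inhibition above a per-campaign cutoff: mean of compounds within control limits plus 3 SD, cut at about 15% in these data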;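 further: 0% = median of all compound wells on the plate and 100% = blocking peptide control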
ASAP1 inh: inhibitors of human ASAP1 ArfGAP activity, primary screen, biochemical, fluorescence polarization. Arf-GAP with SH3 domain, ANK repeat and PH domain-containing protein 1 (Homo sapiens), …. ASAP1-stimulated ARF1 GTP hydrolysis, GDP FP detection. inhibition, % at 16.5 µM. 360,000 compounds, 0.19% hits; in the data active means inhibition above about 25%;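 further: 0% = vehicle with enzyme and substrate and 100% = no enzyme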
ARFGAP1 inhibitor: inhibitors of rat ARFGAP1 GAP activity, primary screen, biochemical, fluorescence polarization, GDP tracer. ADP-ribosylation factor GTPase-activating protein 1 (Rattus norvegicus), Q62848. Arfgap1-stimulated ARF1 GTP hydrolysis, GDP FP detection. inhibition, % at 16.5 µM. 360,000 compounds, 0.26% hits;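 active means inhibition above a per-plate limit, mean inhibition of low control wells plus 3 SD, cut at about 25% in these data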;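 further: 0% = DMSO wells with enzyme and 100% = wells lacking Arfgap1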
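Material – truncated rat Arfgap1 GAP domain · Buffer or medium – HEPES-based buffer, pH 7.5 · Reagent – human ARF1(Δ1-17)-GTP substrate · Dosing – 16.5 µM single point, 1.26% DMSO · Schedule – GTP hydrolysis reaction 2 h at 25 °C · Technique – GDP detection by fluorescence polarization · Benchmarks – No-Arfgap1 wells (100%) versus DMSO full-reaction wells (0%) · Repeats – single replicate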
Tn7 DDE FP: inhibitors of Tn7 peptide binding to fibrin DD(E), primary screen, biochemical, fluorescence polarization, human fibrin, Tn7 probe; Fibrinogen beta chain (Homo sapiens), P02675; FP displacement of FITC-Tn7 peptide from fibrin DD(E); 0% = median of compound wells per plate; inhibition, % at 8.3 µM; 370,000 compounds, 0.13% hits; AID 720508, 2013;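 active means inhibition above the mean of compounds falling within the control limits plus 3 SD of them, cut at about 14% in these data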;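 further: 0% = plate median of compound wells and 100% = 10 µM Aha-Tn7 peptide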
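Assay system: Fibrin-DD(E) protein isolated from polymerized human fibrin clots; read-out basis: percent inhibition; medium: Tris/NaCl/CaCl2 buffer, pH 7.8; signal: FP measurement; incubation: 10 min plus 3 h, room temperature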
NR1D1 modulator: modulators of Rev-erb alpha DNA binding, primary screen, biochemical, FITC-DNA, fluorescence polarization, uHTS; Nuclear receptor subfamily 1 group D member 1 (Homo sapiens), P20393; Rev-erbα–FITC-DNA binding, 90 min; activity, % at 10 µM; 370,000 compounds, 0.79% hits; AID 1259318, 2017;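 active means activity above about 14%, limit read from the data; passing the limit was not always enough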;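 further: 0% = DMSO wells with 35 nM protein and 100% = DMSO wells with 750 nM protein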
KLK7 zymogen act: proKLK7 zymogen activators, primary screen, biochemical, fluorescence intensity; AID 652039, 2013; activation, % at 7 µM; purified proKLK7, EDANS-DABCYL substrate fluorescence; 100% is mature enzyme control, 0% vehicle; Kallikrein-7 (Homo sapiens), P49862; 370,000 compounds, 0.9% hits;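 active means activation above the mean of all tested compounds plus 3 SD, computed per campaign excluding outliers beyond control limits, cut at about 13% in these data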
PLC-beta3 inh: human PLC-beta3 inhibitors, primary screen, biochemical, fluorescence | 370,000 compounds, 0.18% hits | 1-phosphatidylinositol 4,5-bisphosphate phosphodiesterase beta-3 (Homo sapiens), Q01970 | AID 720704, 2013 | inhibition, % at 12.2 µM | Purified PLC-beta3, fluorogenic substrate; in the data active means inhibition above about 11%;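 further: 0% = median of compound wells on plate and 100% = full blocker control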
PLC-gamma1 inh: PLC-gamma1 enzyme inhibitors, primary screen, biochemical, fluorescence, purified enzyme; fluorogenic substrate; inhibition, % at 12.2 µM; 370,000 compounds, 0.84% hits; in the data active means inhibition above about 9.5%
Target sequence (P19174 whole entry, looked up): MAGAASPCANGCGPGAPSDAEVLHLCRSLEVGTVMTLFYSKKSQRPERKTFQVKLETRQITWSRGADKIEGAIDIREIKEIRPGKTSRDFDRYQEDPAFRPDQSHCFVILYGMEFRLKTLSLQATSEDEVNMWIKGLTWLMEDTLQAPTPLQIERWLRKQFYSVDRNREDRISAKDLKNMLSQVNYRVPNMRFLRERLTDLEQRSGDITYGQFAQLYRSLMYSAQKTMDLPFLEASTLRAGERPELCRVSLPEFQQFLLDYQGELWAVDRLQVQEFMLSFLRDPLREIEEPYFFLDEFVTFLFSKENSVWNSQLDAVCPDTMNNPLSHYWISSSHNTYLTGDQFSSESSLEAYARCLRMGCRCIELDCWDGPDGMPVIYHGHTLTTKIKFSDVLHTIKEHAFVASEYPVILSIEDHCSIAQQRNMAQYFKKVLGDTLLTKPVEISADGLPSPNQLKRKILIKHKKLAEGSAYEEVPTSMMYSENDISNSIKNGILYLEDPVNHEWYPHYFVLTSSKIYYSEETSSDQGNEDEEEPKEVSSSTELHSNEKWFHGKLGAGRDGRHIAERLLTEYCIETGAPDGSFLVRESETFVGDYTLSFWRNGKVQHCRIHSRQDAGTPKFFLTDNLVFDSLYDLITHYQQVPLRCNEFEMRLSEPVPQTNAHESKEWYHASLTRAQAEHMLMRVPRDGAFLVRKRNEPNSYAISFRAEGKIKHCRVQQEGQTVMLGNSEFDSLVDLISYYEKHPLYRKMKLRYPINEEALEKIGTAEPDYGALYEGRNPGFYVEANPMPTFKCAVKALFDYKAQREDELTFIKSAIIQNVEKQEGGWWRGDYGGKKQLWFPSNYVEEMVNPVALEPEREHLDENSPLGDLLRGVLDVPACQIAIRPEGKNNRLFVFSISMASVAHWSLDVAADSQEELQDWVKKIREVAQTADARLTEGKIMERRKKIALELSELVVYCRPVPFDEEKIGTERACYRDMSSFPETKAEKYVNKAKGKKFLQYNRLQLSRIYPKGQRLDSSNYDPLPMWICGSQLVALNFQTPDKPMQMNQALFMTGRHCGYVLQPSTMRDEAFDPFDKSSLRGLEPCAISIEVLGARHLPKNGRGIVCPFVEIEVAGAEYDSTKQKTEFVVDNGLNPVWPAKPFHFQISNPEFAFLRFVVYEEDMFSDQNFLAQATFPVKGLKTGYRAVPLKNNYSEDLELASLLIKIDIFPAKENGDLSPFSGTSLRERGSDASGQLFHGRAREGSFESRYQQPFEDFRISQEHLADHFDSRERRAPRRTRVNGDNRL
UHRF1 MBD2 ctr: UHRF1 methylated DNA binding inhibitors, primary screen, counter-screen for MBD2 inhibitor project, biochemical, TR-FRET, human UHRF1, single concentration; E3 ubiquitin-protein ligase UHRF1 (Homo sapiens), Q96T88; UHRF1 binding to methylated oligo; inhibition, % at 4.4 µM; 370,000 compounds, 0.75% hits; AID 687016, 2013; in the data active means inhibition above about 21%;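 further: UHRF1 SRA domain binding a hemimethylated CpG hairpin DNA probe; 0% = median of test compound wells and 100% = reference inhibitor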
HGIII-sPLA2 inh: human group III sPLA2 inhibitors, primary screen, biochemical, QFRET, BODIPY PC-A2 liposome substrate | AID 743126, 2013 | 370,000 compounds, 0.56% hits | QFRET BODIPY PC-A2 liposome hydrolysis, fluorescence | inhibition, % at 12.2 µM;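 active means inhibition above mean plus 3 SD of compounds lying within the high and low control bounds, cut at about 19% in these data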;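 further: 0% = median of test compound wells and 100% = no enzyme DMSO wells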
An asterisk follows results filed as active; i = inactive; x = not tested or not shown. Not a hit list; any-hit rate near 4.5%.

SMILES	DDE Tn6 FP inh	ASAP1 inh	ARFGAP1 inhibitor	Tn7 DDE FP	NR1D1 modulator	KLK7 zymogen act	PLC-beta3 inh	PLC-gamma1 inh	UHRF1 MBD2 ctr	HGIII-sPLA2 inh
CCOC(=O)N1CCN(c2c(-c3ccc(C)cc3)c(=O)c2=O)CC1	9	9	-6	-1	3	-0.2	5	2	-3	1
Cc1cccc(N2C(=O)CCC2=O)n1	4	-9	0	11	-2	0.1	1	1	5	20*
CC(C)(C)S(=O)N1Cc2cc(C(=O)N3CCc4ccccc4C3)nc(-c3cccc(-c4ccncc4)c3)c2[C@H]1CCO (some centres not stated)	4	12	6	3	-4	-0.4	-31	-23	-4	-9
COC(=O)[C@]12CCCCC=C1N(Cc1cccc3ccccc13)C(=O)[C@H](CC(=O)NCCc1ccccc1OC)C2	-3	0	1	-5	-4	-0.1	1	4	1	9
Nc1nc(SCC(=O)Nc2c(Br)cc([N+](=O)[O-])cc2Br)n[nH]1	-7	5	1	7	-2	-0.1	1	2	3	0
CC(NC(=O)OCc1ccccc1)C(=O)OCN1C(=O)c2ccccc2C1=O (configuration not stated)	-3	13	8	-6	0	-0.3	-1	1	-2	-2
CN(C)NC(=O)c1ccsc1NC(=O)c1ccc(S(=O)(=O)N(C)C)cc1	-1	0	3	1	-2	-0.9	-15	-4	5	10
COc1ccccc1C/C(N)=N/OC(=O)c1cccs1	5	-4	7	-1	-3	-0.2	-7	-2	2	-7
CC[C@H](NC(=O)CC[C@H]1O[C@@H](n2cnc3c(NC(=O)c4ccccc4)ncnc32)[C@H](O)[C@@H]1O)c1ccccc1	-4	11	4	-10	-2	-0.2	3	-1	-1	1
O=C(CCS(=O)(=O)c1ccccc1)OCc1ccc([N+](=O)[O-])cc1	1	8	11	-12	-7	-0.5	-6	-1	0	0
CC(=O)C1=C(O)C(=O)N(c2ccc(C)cc2)C1c1ccccn1 (configuration not stated)	1	-2	17	-5	-3	-0.3	-35	-29	0	-6
Cc1ccc(C2C(C(=O)c3cccs3)=C(O)C(=O)N2CCN2CCOCC2)o1 (configuration not stated)	0	5	5	1	0	0.6	-3	-3	-5	-2
Cc1ccc(C(=O)NC2CCN(S(=O)(=O)c3ccc(C)cc3)CC2)cc1	0	1	-4	8	-4	-0.1	-2	-1	-2	1
O=c1[nH]ncc(N2CCCC2)c1Cl	-3	0	6	4	-2	-3.0	4	3	2	3
CC[C@@H](C(=O)[C@@H](C)[C@@H](O)[C@H](C)[C@@H]1O[C@@H]([C@@H](CC)C(=O)O)CC[C@@H]1C)[C@H]1O[C@]2(C=C[C@@H](O)[C@]3(CC[C@@](C)([C@H]4CC[C@](O)(CC)[C@H](C)O4)O3)O2)[C@H](C)C[C@@H]1C	-2	7	14	1	-2	0.5	1	1	2	-16
O=C(O)CSc1nc2c(cnn2-c2ccccc2)c(=O)n1-c1ccc(Br)cc1	2	-3	-2	7	-1	-0.1	2	2	-1	-4
CCOC(=O)N1CCN(CC(=O)Nc2ccc([N+](=O)[O-])cc2C(=O)Nc2ccccc2F)CC1	6	9	6	6	-3	-0.1	-5	-3	4	0
CC(C)(C)c1ccc2cccc(F)c2n1	-2	-4	3	-3	4	0.2	0	4	0	7
CCOC(=O)[C@]12CCCC3=C1N(CCC3)C(=O)[C@@H](CC(=O)NCc1ccccc1)C2	3	x	x	-1	1	-0.5	3	2	-1	4
Cc1cc(Oc2ccccc2)nc(SCC(=O)Nc2ccccc2)n1	0	-3	-1	0	0	-0.3	3	0	11	-12
Cc1cc(C(=O)CSc2nncs2)c(C)n1Cc1ccco1	7	-9	-1	5	1	0.2	3	-3	-1	-8
O=C(CSc1nncs1)NCCCc1ccccc1	9	-6	-3	1	-1	-0.2	-1	0	-1	-1
CCOC(=O)COc1ccc2c(c1)C(=O)CC(C)(C)O2	-4	-2	5	0	1	18*	i	i	7	1
O=S(=O)(CCc1nc2ccccc2s1)c1ccc(Cl)cc1	5	-4	-1	3	-5	-0.8	0	-2	3	1
CC(C)c1ccc2[nH]c(O)c(N=NC(=O)c3cccc(S(=O)(=O)Nc4ccc(Cl)cc4)c3)c2c1	-1	-12	8	2	4	0.4	-7	-2	13	-7

HGIII-sPLA2 inh, what is marked active above.
| Structure | DDE Tn6 FP inh | ASAP1 inh | ARFGAP1 inhibitor | Tn7 DDE FP | NR1D1 modulator | KLK7 zymogen act | PLC-beta3 inh | PLC-gamma1 inh | HGIII-sPLA2 inh |
| --- | --- | --- | --- | --- | --- | --- | --- | --- | --- |
| Cc1cccc(N2C(=O)CCC2=O)n1 | 4 | -9 | 0 | 11 | -2 | 0.1 | 1 | 1 | 20* |

Profiles, looked up by structure. Order of screens: DDE Tn6 FP inh	ASAP1 inh	ARFGAP1 inhibitor	Tn7 DDE FP	NR1D1 modulator	KLK7 zymogen act	PLC-beta3 inh	PLC-gamma1 inh	UHRF1 MBD2 ctr	HGIII-sPLA2 inh
O=c1[nH]ncc(N2CCCC2)c1Cl is listed with -3	0	6	4	-2	-3.0	4	3	2	3
CC[C@H](NC(=O)CC[C@H]1O[C@@H](n2cnc3c(NC(=O)c4ccccc4)ncnc32)[C@H](O)[C@@H]1O)c1ccccc1 is listed with -4	11	4	-10	-2	-0.2	3	-1	-1	1
Cc1ccc(C2C(C(=O)c3cccs3)=C(O)C(=O)N2CCN2CCOCC2)o1 (configuration not stated) is listed with 0	5	5	1	0	0.6	-3	-3	-5	-2
CC(=O)C1=C(O)C(=O)N(c2ccc(C)cc2)C1c1ccccn1 (configuration not stated) is listed with 1	-2	17	-5	-3	-0.3	-35	-29	0	-6
CCOC(=O)N1CCN(CC(=O)Nc2ccc([N+](=O)[O-])cc2C(=O)Nc2ccccc2F)CC1 is listed with 6	9	6	6	-3	-0.1	-5	-3	4	0

(further entries)
SMILES	DDE Tn6 FP inh	ASAP1 inh	ARFGAP1 inhibitor	Tn7 DDE FP	NR1D1 modulator	KLK7 zymogen act	PLC-beta3 inh	PLC-gamma1 inh	UHRF1 MBD2 ctr	HGIII-sPLA2 inh
O=C(COC(=O)C1CC(=O)N(c2ccc3c(c2)OCCO3)C1)Nc1ccc2c(c1)CCC2 (configuration not stated)	3	-5	8	-13	6	0.5	2	9	4	-10
O=C1NCC(c2ccccc2)C1C(=O)N/N=C/c1ccc(Cl)s1 (configuration not stated)	-10	13	-3	9	2	0.2	-2	-2	3	-6
Cc1ccc(NC(=O)CCn2c(=O)c3cccn3c3ccccc32)c(C)c1	4	4	16	-2	-1	-0.8	-6	3	-3	-2
CCC(=O)Oc1ccc(C(=O)Nc2cccc(NC(=O)c3ccco3)c2)cc1	3	-6	8	0	-3	0.6	-2	2	-1	-1
Cc1c(Cl)cccc1NC(=O)Nc1c(C)n(C)n(-c2ccccc2)c1=O	2	5	6	-4	-2	0.3	-13	0	-2	5
CC1(C)CC(/C=C/c2ccccc2)=Nc2ccccc2N1	-1	0	3	0	0	-1.8	-38	-21	7	9
COc1ccc(C(=O)C2CCCN(C(=O)Cc3c(C)noc3C)C2)cc1OC (configuration not stated)	-6	-9	-5	-7	1	0.0	2	1	6	-2
CCCOc1ccc(N2C(=O)CC(NCC#N)C2=O)cc1 (configuration not stated)	2	3	-6	-3	-6	0.2	-1	4	5	5
CC(=O)Nc1ccc(S(=O)(=O)N(C)c2ccc(OCC(=O)OCC(=O)N3CCCCC3)cc2)cc1	3	3	2	1	-2	0.5	-6	0	-2	-7
COc1ccc(-n2nc(C(=O)NCC(=O)NCCCN3CCOCC3)c3ccccc3c2=O)c(OC)c1	4	0	1	5	-2	-0.4	-11	-5	1	2
COc1ccc(C(=O)Nc2ccccc2C)cc1S(=O)(=O)N1CCOCC1	-2	9	-3	-2	0	-0.3	-8	1	1	7
COc1cc2c(cc1OC)C(c1ccc(Cl)cc1)=NCC2	-4	-6	-14	-11	-2	1.6	-53	-32	3	-7
CC(=O)Nc1ccc(NC(=O)C(C)c2cccc(C(=O)c3ccccc3)c2)cc1 (configuration not stated)	0	-7	4	1	-3	-0.1	1	9	1	-20
O=C1CSC(=S)N1c1cccc(O)c1	5	2	2	-3	-2	0.4	-16	-6	0	-4
Cc1cc[n+](Cc2ccc([N+](=O)[O-])cc2)cc1	-2	3	9	2	-2	-0.2	1	-1	-1	0
Cc1cccc(C(=O)N[C@H](C(=O)Nc2ccc(S(=O)(=O)NC3=NCCCCC3)cc2)C(C)C)c1	-2	8	-7	0	-2	1.2	0	4	3	-16
Cc1nc(NC(=O)C2CC2)sc1C(=O)Nc1ccccc1	-2	0	-5	-3	7	0.2	-3	0	-2	-5
Cc1ccc(C(=O)Oc2cc(N)n(S(=O)(=O)c3ccc(F)cc3)n2)cc1	-3	1	10	-6	11	0.1	4	4	1	-1
Cc1cc(C)c(C(=O)NC2CC(C)(C)Cc3c2cnn3-c2ccccc2)o1 (configuration not stated)	-2	-6	-1	-5	7	-0.3	-7	2	0	2
COc1cccc(C(=O)NCCS(=O)(=O)NCc2ccco2)c1	6	-10	8	5	-7	-0.2	-1	1	15	-2
CSc1cccc(CN2CCC(CO)(Cc3ccccc3)CC2)c1	0	6	9	5	0	-0.2	2	1	2	-6
O=C(NCc1cccnc1)c1ccccc1-c1ccccc1	6	-2	6	0	9	0.2	-1	-4	3	1

Among those listed so far, 2 contain bromine.
SMILES	DDE Tn6 FP inh	ASAP1 inh	ARFGAP1 inhibitor	Tn7 DDE FP	NR1D1 modulator	KLK7 zymogen act	PLC-beta3 inh	PLC-gamma1 inh	UHRF1 MBD2 ctr	HGIII-sPLA2 inh
Nc1nc(SCC(=O)Nc2c(Br)cc([N+](=O)[O-])cc2Br)n[nH]1	-7	5	1	7	-2	-0.1	1	2	3	0
O=C(O)CSc1nc2c(cnn2-c2ccccc2)c(=O)n1-c1ccc(Br)cc1	2	-3	-2	7	-1	-0.1	2	2	-1	-4
